FEN1 inh: qHTS Assay for the Inhibitors of Human Flap endonuclease 1 (FEN1); P39748; Recombinant FEN1 flap cleavage, fluorescence, 15 min; Potency, µM (series often up to 114 µM), inactives show at the top dose activity change, negative = inhibition, usual class: inhibitors; 0.35% of 390,000 active; AID 588795, 2011; also: nearly all actives have a fitted effect of over 65% in size
Target sequence (P39748 whole entry, looked up): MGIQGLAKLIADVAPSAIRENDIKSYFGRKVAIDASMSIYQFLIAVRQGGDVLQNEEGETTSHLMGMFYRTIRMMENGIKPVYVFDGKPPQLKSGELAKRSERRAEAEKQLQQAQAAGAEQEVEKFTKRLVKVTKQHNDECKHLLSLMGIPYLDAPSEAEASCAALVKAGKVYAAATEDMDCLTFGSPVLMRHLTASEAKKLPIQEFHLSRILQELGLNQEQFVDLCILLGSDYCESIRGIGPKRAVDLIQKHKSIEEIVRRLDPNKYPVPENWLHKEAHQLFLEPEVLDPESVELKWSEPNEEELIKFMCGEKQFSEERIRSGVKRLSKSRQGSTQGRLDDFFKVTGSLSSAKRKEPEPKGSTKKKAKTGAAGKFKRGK
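Potency values derive from four-parameter Hill fits of normalized qHTS data. The reaction used 10 nM FEN1 preincubated 15 min at room temperature with compound, then 50 nM DNA substrate, read at 0 and 15 min.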
N370S GC mod: qHTS Assay for Inhibitors and Activators of N370S glucocerebrosidase as a Potential Chaperone Treatment of Gaucher Disease. 0.092% of 330,000 active. N370S GC spleen homogenate, 4MU-glucoside fluorescence. AID 2101, 2009. Potency, µM (titrated, usually from 59.4 µM), for the others: top-dose activity change, negative = inhibition, usual class: inhibitors;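 also: 0% = full enzyme activity and -100% = no enzyme basal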
TDP1 inh: qHTS Assay for Inhibitors of Tyrosyl-DNA Phosphodiesterase (TDP1). 0.28% of 350,000 active. recombinant TDP1, AlphaScreen DNA substrate cleavage. Tyrosyl-DNA phosphodiesterase 1 (Homo sapiens), Q9NUW8. AID 485290, 2010. Potency, µM (top dose mostly 130 µM), for the others: at the highest dose activity change, negative = inhibition, most hits filed as inhibitors; also: nearly all actives have a fitted effect of over 40% in size
Target sequence (Q9NUW8 whole entry, looked up): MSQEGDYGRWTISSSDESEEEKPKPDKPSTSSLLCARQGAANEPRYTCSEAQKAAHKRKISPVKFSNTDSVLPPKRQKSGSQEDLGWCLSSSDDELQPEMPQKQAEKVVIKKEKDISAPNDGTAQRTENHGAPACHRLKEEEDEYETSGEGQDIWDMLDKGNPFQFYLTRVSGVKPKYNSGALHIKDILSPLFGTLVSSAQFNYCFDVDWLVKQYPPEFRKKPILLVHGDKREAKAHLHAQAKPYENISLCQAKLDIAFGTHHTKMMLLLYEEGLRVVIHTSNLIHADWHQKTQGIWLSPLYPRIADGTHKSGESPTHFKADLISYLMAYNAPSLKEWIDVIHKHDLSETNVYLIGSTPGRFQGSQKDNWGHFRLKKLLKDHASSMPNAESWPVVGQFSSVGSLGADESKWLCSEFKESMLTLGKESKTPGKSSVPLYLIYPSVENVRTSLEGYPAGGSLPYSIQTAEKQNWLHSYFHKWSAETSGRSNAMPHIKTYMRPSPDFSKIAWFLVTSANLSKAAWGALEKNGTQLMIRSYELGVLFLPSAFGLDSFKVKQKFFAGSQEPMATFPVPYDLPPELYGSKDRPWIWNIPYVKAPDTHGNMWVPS
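Steps: enzyme plus compound, 15 min RT; add biotin/phosphotyrosine-FITC oligonucleotide (15 nM final), react 5 min; add donor/acceptor beads (10 ug/ml final), 10 min; read AlphaScreen. Tdp1 at 1 nM final.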
Active calls of the source: *; ? = inconclusive; . = not tested or not shown; & = joins results of further samples; [ ] = remark or other dose. Calls follow the shape of the dose curve; as a rule, active = well fitted curve in the direction sought with a large enough effect; inconclusive = small, poorly fitted or top-dose-only effect, or another doubt; inactive = no such curve, though single readings can be large; an effect the other way counts as inactive or inconclusive. Unless noted, % is scaled to controls: 0 for no effect and ±100 for the full control effect; potency is read from the fitted curve at half-maximal effect. Compounds as they come; about 0.53% have a hit in one of these screens.

1) O=S1(=O)CC/C(=N/Nc2ccc(C(F)(F)F)cn2)c2cc(F)ccc21
2) NC(=O)Nc1ccc(C(=O)OCC(=O)NC2CCCCC2)cc1
3) O=C(NCCc1csc(-c2ccc(Cl)cc2)n1)c1cccs1
4) COc1cc2c(cc1OC)CN(C(=O)C1(c3ccccc3)CC1)CC2
5) CCOc1ccc(NC(=O)C2CCN(c3nnc(C)c4c(C)n(-c5ccccc5)nc34)CC2)cc1
6) COC(=O)c1ccc(NC(=O)Cn2nnc3ccccc32)cc1

assay / entry	1	2	3	4	5	6
FEN1 inh	-5%	20%	-23%	7%	7%	-1%
N370S GC mod	5%	5%	.	-5%	.	4%
TDP1 inh	-1%	0%	7%	3%	-8%	8%

7) Cn1ccnc1C(O)c1ccccc1 (stereo unspecified)
8) O=S(=O)(NCCOc1cccc2cccnc12)c1ccc(F)cc1
9) CC(=O)c1c(C)[nH]c(C(=O)OCC(=O)NCCC2=CCCCC2)c1C
10) Cc1ccc(NC(=O)CN2C(=O)S/C(=C\c3ccc(-c4cccc(C(=O)O)c4C)o3)C2=O)cc1C
11) Cc1cc(C(=O)NCC2CCCCC2)ccc1[N+](=O)[O-]
12) O=C(COC(=O)c1cccc(Cl)c1)NC1CCS(=O)(=O)C1 (stereo unspecified)

assay / entry	7	8	9	10	11	12
FEN1 inh	9%	-17%	-11%	50µM*	-6%	4%
N370S GC mod	8%	6%	?	-12%	-11%	.
TDP1 inh	3%	5%	1%	79µM*	0%	1%[56.1 µM]

13) Cc1ccc(C2NC(c3ccc(C)cc3)C(C)C(=O)C2C)cc1 (stereo unspecified)
14) O=C(C[n+]1cc(-c2ccc(Cl)c(Cl)c2)n2c1CCC2)c1cccs1
15) COCCNC(=O)C(=O)Nc1cc2c3c(c1)CC(=O)N3CCC2
16) CCCN(C(=O)c1cc(S(=O)(=O)N2CCCCC2)ccc1Cl)C1CCS(=O)(=O)C1 (stereo unspecified)
17) CC(=O)Nc1ccc(S(=O)(=O)N(C)CC(=O)OC(C)C(=O)NC2CCCC2)cc1 (stereo unspecified)
18) COC(=O)C(CCSC)NC(=O)Cn1ncc2c(=O)oc3ccccc3c21 (stereo unspecified)

assay / entry	13	14	15	16	17	18
FEN1 inh	12%	3%	23%	-3%	6%	-4%
N370S GC mod	-1%	-17%	1%	-6%	-1%	1%
TDP1 inh	-4%	.	3%	6%	2%	6%

Part of the list above, in markdown:
| # | Structure | FEN1 inh | N370S GC mod | TDP1 inh |
| --- | --- | --- | --- | --- |
| 18 | COC(=O)C(CCSC)NC(=O)Cn1ncc2c(=O)oc3ccccc3c21 (stereo unspecified) | -4% | 1% | 6% |
| 14 | O=C(C[n+]1cc(-c2ccc(Cl)c(Cl)c2)n2c1CCC2)c1cccs1 | 3% | -17% | . |
| 15 | COCCNC(=O)C(=O)Nc1cc2c3c(c1)CC(=O)N3CCC2 | 23% | 1% | 3% |

Further compounds follow:
19) COc1ccc(-n2c(SCC(=O)O)nc3sc4c(c3c2=O)CCCC4)cc1
20) CC(C)C(=O)Nc1nnc(SCC(=O)Nc2ccc3c(c2)OCO3)s1
21) COc1cc(OC)c(C(=O)OC(C)C(=O)Nc2cccc(C(F)(F)F)c2)cc1OC (stereo unspecified)
22) CCN(CC)C(=O)CSc1nc2c(sc(=S)n2-c2ccccc2)c(=O)n1-c1ccc(OC)cc1OC
23) O=C(Nc1ccccc1)N(Cc1ccc(F)cc1)c1ccccn1
24) CCc1ccc(-c2ccc3nnc(SCC(N)=O)n3n2)cc1

assay / entry	19	20	21	22	23	24
FEN1 inh	-21%	-2%	-5%	?	-3%	-6%
N370S GC mod	-1%	2%	-9%	?	.	3%
TDP1 inh	.	0%	2%	.	-9%	3%

25) COC(=O)c1[nH]c2ccc(C)cc2c1NC(=O)Oc1ccccc1
26) O=C(c1cccs1)N1CCN=C1SCc1ccc(F)cc1
27) CCOC(=O)C1C(=O)NC(N2CCOCC2)=NC1C(C)C (stereo unspecified)
28) Cc1ccc(-n2ncc(C(=O)O)c2C2CCN(C(=O)OC(C)(C)C)CC2)cc1
29) CN(CC(=O)NC1CCCCC1)S(=O)(=O)c1cccc2nsnc12
30) Cc1ccc(C)c(NC(=O)c2cnn(-c3ccccc3)c2C)c1

assay / entry	25	26	27	28	29	30
FEN1 inh	3%	-8%	10%	-3%	-4%	-9%
N370S GC mod	-1%	6%	1%	-2%	-5%	-11%
TDP1 inh	5%	-4%	2%	0%	3%	.

31) O=S(=O)(c1ccc(Cl)cc1)c1nc(-c2ccco2)oc1SCc1ccc(F)cc1
32) COc1cc(CN2CCN(C(O)(c3ccccc3)c3ccccc3)CC2)cc(OC)c1OC
33) O=S1(=O)N=C(Nc2ccc(S(=O)(=O)N3CCCCC3)cc2)c2ccccc21
34) CCOC(=O)C1CCN(C(=O)C2CCCN(c3ncnc4c3nc3n4CCCCC3)C2)CC1 (stereo unspecified)
35) COc1cccc(NC(=O)N2CCN(c3cccc(C)c3)C(C)C2)c1 (stereo unspecified)
36) O=C(Nc1cccc(S(=O)(=O)N2CCCCC2)c1)C1CCCN1S(=O)(=O)c1ccccc1F (stereo unspecified)

assay / entry	31	32	33	34	35	36
FEN1 inh	5%	0%	5%	3%	-2%	-18%
N370S GC mod	.	-7%	-12%	1%	-4%	.
TDP1 inh	0%	.	7%	4%	0%	1%

37) CC(C)(C)NS(=O)(=O)c1ccc(CCC(=O)NCc2cccnc2)cc1
38) Cc1ccc(CCNC(=O)c2cc(S(=O)(=O)N3CCCC3)cn2C)cc1
39) CCCCn1c(SCC(=O)NC2CC2)nnc1-c1ccncc1
40) CCCN1CCN(CC2=C(C(=O)OCC)C(c3ccc(Cl)cc3)NC(=O)N2)CC1 (stereo unspecified)
41) O=C(Cc1c(F)cccc1Cl)NCc1cccnc1
42) CCCCNC(=O)C(c1ccc(OCC(=O)OC)c(C(=O)OC)c1)N(Cc1ccccc1)C(=O)CCCCCN1C(=O)NC(c2ccc(-c3ccccc3)cc2)C(C(=O)OCc2ccccc2)=C1C (stereo unspecified)

assay / entry	37	38	39	40	41	42
FEN1 inh	-6%	-12%	-10%	3%	0%	.
N370S GC mod	.	1%	-6%	.	2%	18%
TDP1 inh	-1%	.	1%[0.0935 µM]	-2%	.	7%

43) O=C(NCCc1ccccc1)c1cccc(S(=O)(=O)N2CCCCC2)c1
44) CCOC(=O)c1ccccc1OCc1cc(/C=N/n2cnnc2)ccc1OC
45) O=C(O)c1cccc(NC(=S)NC(=O)c2cccc(OCc3ccccc3)c2)c1
46) CCOc1ccc(C(C)=O)cc1N1C(=O)C2C3C=CC(C3=C(C)C)C2C1=O (stereo unspecified)
47) CCOC(=O)c1c(SC)n(-c2ccccc2)c(=S)n(-c2ccccc2)c1=O
48) COc1ccc(CNC(=O)Cn2ccc3cc(S(=O)(=O)N4CCCC4)ccc32)c(OC)c1

assay / entry	43	44	45	46	47	48
FEN1 inh	-3%	-10%	0%	10%	-9%	13%
N370S GC mod	-13%	4%	-5%	7%	-10%	.
TDP1 inh	0%	-2%	.	1%	.	6%

Profiles, looked up by structure. Screens in order: FEN1 inh, N370S GC mod, TDP1 inh
Entry for Cc1cc(C(=O)NCC2CCCCC2)ccc1[N+](=O)[O-] : -6%, -11%, 0%
Entry for Cc1ccc(NC(=O)CN2C(=O)S/C(=C\c3ccc(-c4cccc(C(=O)O)c4C)o3)C2=O)cc1C : 50µM*, -12%, 79µM*
Entry for O=C(NCCc1ccccc1)c1cccc(S(=O)(=O)N2CCCCC2)c1 : -3%, -13%, 0%
Entry for O=C(NCCc1csc(-c2ccc(Cl)cc2)n1)c1cccs1 : -23%, ., 7%
Entry for NC(=O)Nc1ccc(C(=O)OCC(=O)NC2CCCCC2)cc1 : 20%, 5%, 0%

The results go on:
49) CC(C)(C)Sc1ccc(N)nc1
50) Cc1cc(-c2ccc(/C=N/n3cnnc3)o2)c(C)c([N+](=O)[O-])c1
51) CC(=O)c1ccc(NC(=O)C(C)Sc2nnc(C3CCCCC3)o2)cc1 (stereo unspecified)
52) Cc1ccc(C(=O)NCCCNC(=O)c2ccco2)cc1C
53) O=C(Cc1c(F)cccc1Cl)NCCCn1ccnc1
54) Cc1cc(C)c(NC(=O)CS)c(Cl)c1

assay / entry	49	50	51	52	53	54
FEN1 inh	-6%	?	.	1%	-8%	-11%
N370S GC mod	5%	-20%	-3%	1%	-2%	-3%
TDP1 inh	1%	.	10%	2%	4%	8%

55) Cc1ccccc1OCCSc1nc2ccccc2n1CCC(=O)O
56) O=C(COC(=O)/C=C/c1cccc(C(F)(F)F)c1)NCc1ccccc1
57) CCC(Oc1ccccc1)C(=O)Nc1nnc(S(=O)(=O)Nc2ccccc2)s1 (stereo unspecified)
58) O=C(/C=C/c1ccc(F)cc1)Nc1ccc(S(=O)(=O)N2CCOCC2)cc1
59) Cc1cccc(CSCc2ccc(C(=O)NC3CCCC3)o2)c1
60) C=CCOc1nc2c(c(=O)n(C)c(=O)n2C)n1Cc1ccccc1Cl

assay / entry	55	56	57	58	59	60
FEN1 inh	4%	-3%	-21%&-1%	-20%	21%	-20%
N370S GC mod	-3%	0%	-1%	-3%	7%	8%
TDP1 inh	.	0%	-4%	4%	-3%	3%

61) CCn1nc(C)c(/C=N\NC(=O)c2ccc3c(c2)OCO3)c1C
62) Cc1cccc(C(=O)Nc2nnc(C3=COCCO3)o2)c1
63) Cc1ccc(SCC(=O)NC2CCCCCC2)cc1
64) CC(=O)Oc1ccc(C2=NN(c3ccccc3)C(c3ccccc3)C2)cc1 (stereo unspecified)
65) CC(C)[C@@H](CC(=O)N[C@@H]1CCNC[C@H]1C(=O)N[C@H](CC(=O)N[C@@H](CCC(=O)O)CC(=O)O)Cc1ccccc1)NC(=O)C[C@H](CO)NC(=O)[C@@H]1CCCC[C@H]1N
66) CC(C)(C)C(=O)Nc1cc(C(F)(F)F)ccc1-n1ccnc1

assay / entry	61	62	63	64	65	66
FEN1 inh	7%	4%	-6%	-13%	.	17%
N370S GC mod	-3%	-2%	4%	?	15%	-2%
TDP1 inh	4%	3%	0%	.	-8%	0%

67) O=C(CCc1nc2ccccc2[nH]c1=O)N/N=C/c1ccccc1
68) COc1cc(OC)c2ccc(=O)oc2c1C(CCN1CCOCC1)c1ccc(N(C)C)cc1 (stereo unspecified)
69) Cc1ccccc1C1NC(=S)NC2=C1C(=O)CC(C)(C)C2 (stereo unspecified)
70) COc1cccc(C2Cc3ccccc3C(=O)O2)c1 (stereo unspecified)
71) O=C(Nc1cccc(-n2cnnn2)c1)c1ccc(Cl)cc1Cl
72) O=C(CN1CCN(c2ccccn2)CC1)Nc1cccc(Br)c1

assay / entry	67	68	69	70	71	72
FEN1 inh	0%	.	7%	0%	5%	10%
N370S GC mod	13%	6%	5%	2%	-23%	-27%
TDP1 inh	-3%	14%	6%	-1%	7%	.

73) O=C1CN(C(=O)c2cc(F)cc(F)c2)c2ccccc2N1
74) COC(=O)CCCC1=CC2=C(c3ccccc3)C(=O)C(C)(OC(=O)C3CCCC3)C(=O)C2=CN1CCCOC(C)C (stereo unspecified)
75) Cc1noc(C)c1C(=O)OCC(=O)Nc1ccccc1C(=O)NC(C)c1ccccc1 (stereo unspecified)
76) CC1(C)CC(=O)C(C(=O)CCCCC(=O)C2C(=O)CC(C)(C)CC2=O)C(=O)C1
77) CCc1nnc(NC(=O)[C@@H]2CCCN2S(=O)(=O)c2ccc3c(c2)OCCO3)s1
78) Cc1nc2c(-c3ccccc3)c(C)nn2c(C)c1CCC(=O)NCc1ccccc1
79) O=C(c1ccccc1)c1ccc(O)cc1O

assay / entry	73	74	75	76	77	78	79
FEN1 inh	-10%	.	2%	-2%	-1%	-6%	-20%
N370S GC mod	1%	3%[12.8 µM]	?	0%	1%	.	-6%
TDP1 inh	13%	12%[12.3 µM]	5%[56.1 µM]	-3%	4%	1%	3%
